M. tuberculosis GlmU – inhibition of mycobacterial GlmU enzyme – biochemical, glucosamine-1-phosphate acetyltransferase (AID 1376); Bifunctional protein GlmU (Mycobacterium tuberculosis (strain ATCC 25618 / H37Rv)); M. tuberculosis GlmU acetyltransferase enzyme assay; higher % means a stronger effect; inhibition, %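 (tested at 30 µM in the primary screen)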; hits with a dose series show IC50 in µM; 0.25% of 220,000 active; in the data active means inhibition above about 13%;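 further: 0% = complete reaction with vehicle and 100% = reaction without substrate; strong numbers were not always called active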
RmlCD inh 1536 – M. tuberculosis RmlC/RmlD coupled enzyme inhibitors, primary screen, biochemical, compound mixtures, 384-well, from 1536-well plates. RmlC+RmlD coupled enzyme assay, percent inhibition; primary screen in compound mixtures. dTDP-4-dehydrorhamnose reductase (Mycobacterium tuberculosis (strain ATCC 25618 / H37Rv)) …. AID 1533, 2009. 0.03% of 160,000 active. inhibition, % at 3.6 µM; in the data active means inhibition mostly above about 34%, no sharp cut-off; further: some results filed as inactive read as strong as hits
Target sequence (P9WH09 whole entry, looked up): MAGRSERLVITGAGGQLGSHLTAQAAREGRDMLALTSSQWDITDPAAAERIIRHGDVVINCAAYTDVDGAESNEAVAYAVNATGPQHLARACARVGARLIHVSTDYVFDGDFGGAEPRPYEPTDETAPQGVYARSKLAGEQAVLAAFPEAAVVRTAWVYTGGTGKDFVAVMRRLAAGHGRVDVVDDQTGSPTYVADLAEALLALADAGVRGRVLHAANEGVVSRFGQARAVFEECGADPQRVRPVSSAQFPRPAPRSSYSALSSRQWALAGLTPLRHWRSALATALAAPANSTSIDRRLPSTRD
Target sequence (P9WH11 whole entry, looked up): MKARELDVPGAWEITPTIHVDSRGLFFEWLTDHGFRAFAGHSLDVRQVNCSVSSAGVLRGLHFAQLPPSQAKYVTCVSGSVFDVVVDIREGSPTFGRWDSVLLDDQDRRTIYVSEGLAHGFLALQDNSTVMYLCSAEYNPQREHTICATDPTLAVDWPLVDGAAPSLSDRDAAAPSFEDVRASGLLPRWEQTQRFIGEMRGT
* hit, by the source's call; nt = no result given. Some of the compounds tested, so the mix of outcomes need not match the whole.

> O=C(CS(=O)(=O)Cc1ccccc1)Nc1ccc(S(=O)(=O)N2CCOCC2)cc1
  M. tuberculosis GlmU = -6.0%	RmlCD inh 1536 = 7.6

> O=C(NC(=O)c1c(F)cccc1F)Nc1cc(Cl)c(F)c(Cl)c1F
  M. tuberculosis GlmU = -4.8%	RmlCD inh 1536 = 29.8

> O=C(N/N=C/c1cccs1)c1cc(-c2ccc3ccccc3c2)n[nH]1
  M. tuberculosis GlmU = 6.8%	RmlCD inh 1536 = nt

> O=C(Nc1cccc(Cl)c1)Nc1ccccc1C(=O)O
  M. tuberculosis GlmU = 2.5%	RmlCD inh 1536 = -3.9

> COc1cccc(CC(=O)Nc2nc3ccccc3[nH]2)c1
  M. tuberculosis GlmU = -0.1%	RmlCD inh 1536 = -7.6

> CC(C)NC(=O)CN(c1cccc(Br)c1)S(C)(=O)=O
  M. tuberculosis GlmU = 1.5%	RmlCD inh 1536 = -9.5

> CCc1ccc(OCC(=O)NC(=S)Nc2ccc(C)cc2C)c(Br)c1
  M. tuberculosis GlmU = 0.4%	RmlCD inh 1536 = nt

> CCCCNS(=O)(=O)c1ccc(OCC(=O)OC)cc1
  M. tuberculosis GlmU = -0.9%	RmlCD inh 1536 = -8.6

> COc1ccc(OC)c(Nc2nc(N)nc(CSc3nnc(-c4ccncc4)o3)n2)c1
  M. tuberculosis GlmU = nt	RmlCD inh 1536 = -6.3

> CC(C)(C)c1ccc(/C=C/C(=O)N2CCOCC2)cc1
  M. tuberculosis GlmU = 2.4%	RmlCD inh 1536 = nt

> Nc1nc(NCc2ccco2)nc(Nc2ccc(F)cc2)c1[N+](=O)[O-]
  M. tuberculosis GlmU = 3.6%	RmlCD inh 1536 = -9.8

> O=S(=O)(NCC(c1ccco1)N1CCN(c2ccccc2F)CC1)c1ccc2c(c1)OCCO2 (centres undefined)
  M. tuberculosis GlmU = -2.4%	RmlCD inh 1536 = 5.5

> COc1ccccc1-c1nc2ccccc2c(=O)n1NC(=O)c1cccs1
  M. tuberculosis GlmU = 7.3%	RmlCD inh 1536 = nt

> CCOc1ccc(NC(=O)Nc2ccc(N(C)C(C)=O)cc2)cc1
  M. tuberculosis GlmU = -1.5%	RmlCD inh 1536 = nt

> Nc1cc(N)nc(SCC(=O)c2ccc3c(c2)NC(=O)CO3)n1
  M. tuberculosis GlmU = 3.2%	RmlCD inh 1536 = nt

> CCOC(=O)C1CCN(C(=O)COc2cccc(C)c2)CC1
  M. tuberculosis GlmU = 3.7%	RmlCD inh 1536 = nt

> COCCNC(=O)c1cc2c(=O)n3cccc(C)c3nc2n(Cc2ccncc2)c1=N
  M. tuberculosis GlmU = -7.2%	RmlCD inh 1536 = 11.2

> O=C(Nc1ccc(S(=O)(=O)O)cc1)c1ccc2c(c1)S(=O)(=O)c1ccccc1C2=O
  M. tuberculosis GlmU = 7.2%	RmlCD inh 1536 = nt

> ClCc1csc(N/N=C/c2cccs2)n1
  M. tuberculosis GlmU = 4.5%	RmlCD inh 1536 = 14.4

> Cc1ccc(S(=O)(=O)/N=S(/C)c2ccccc2)cc1 (centres undefined)
  M. tuberculosis GlmU = -0.9%	RmlCD inh 1536 = 8.0

> O=C(Nc1nc(-c2ccc(Cl)cc2Cl)cs1)C1CCCO1 (centres undefined)
  M. tuberculosis GlmU = 2.1%	RmlCD inh 1536 = -10.3

> Cc1nc(C(C)NC(=O)CCc2nnc(Cc3c[nH]c4ccccc34)o2)cs1 (centres undefined)
  M. tuberculosis GlmU = 4.4%	RmlCD inh 1536 = 8.6

> CC(NC(=O)c1ccccc1F)c1ccccc1 (centres undefined)
  M. tuberculosis GlmU = -2.7%	RmlCD inh 1536 = -19.9

> CCCOc1cc(C)c(S(=O)(=O)n2ccc(C)n2)cc1C
  M. tuberculosis GlmU = 1.6%	RmlCD inh 1536 = nt

> CS(=O)(=O)N1CCC(C(=O)Nc2ccc(Br)cc2F)CC1
  M. tuberculosis GlmU = 1.2%	RmlCD inh 1536 = nt

Six compounds out of the list, sorted by molar mass, low to high:
> CCOC(=O)C1CCN(C(=O)COc2cccc(C)c2)CC1
  M. tuberculosis GlmU = 3.7%	RmlCD inh 1536 = nt

> CCCOc1cc(C)c(S(=O)(=O)n2ccc(C)n2)cc1C
  M. tuberculosis GlmU = 1.6%	RmlCD inh 1536 = nt

> CCOc1ccc(NC(=O)Nc2ccc(N(C)C(C)=O)cc2)cc1
  M. tuberculosis GlmU = -1.5%	RmlCD inh 1536 = nt

> Nc1cc(N)nc(SCC(=O)c2ccc3c(c2)NC(=O)CO3)n1
  M. tuberculosis GlmU = 3.2%	RmlCD inh 1536 = nt

> O=C(Nc1nc(-c2ccc(Cl)cc2Cl)cs1)C1CCCO1 (centres undefined)
  M. tuberculosis GlmU = 2.1%	RmlCD inh 1536 = -10.3

> O=C(CS(=O)(=O)Cc1ccccc1)Nc1ccc(S(=O)(=O)N2CCOCC2)cc1
  M. tuberculosis GlmU = -6.0%	RmlCD inh 1536 = 7.6

A different layout for some results above.
Order of values: M. tuberculosis GlmU	RmlCD inh 1536
- ClCc1csc(N/N=C/c2cccs2)n1
→ 4.5%	14.4
- CCc1ccc(OCC(=O)NC(=S)Nc2ccc(C)cc2C)c(Br)c1
→ 0.4%	nt

(listing goes on)
> CNC(=O)c1csc(-c2ccc(C)cc2)n1
  M. tuberculosis GlmU = -5.0%	RmlCD inh 1536 = -6.6

> COc1ccc(NC(=O)N[C@@H](CCSC)C(=O)O)cc1Cl
  M. tuberculosis GlmU = 1.0%	RmlCD inh 1536 = nt

> COc1ccccc1C(=O)Nc1ccc2c(c1)nc1n2CCN(Cc2ccccc2)C1
  M. tuberculosis GlmU = -1.5%	RmlCD inh 1536 = 19.2

> O=c1c2c(nc3nc(COc4ccccc4)[nH]n13)CCC2
  M. tuberculosis GlmU = -1.3%	RmlCD inh 1536 = nt

> CC(=O)NNc1ncnc2c1cnn2-c1ccc(C)c(Cl)c1
  M. tuberculosis GlmU = 6.8%	RmlCD inh 1536 = 4.7

> Brc1cc2[nH]cnc2c2ccccc12
  M. tuberculosis GlmU = -1.5%	RmlCD inh 1536 = 6.0

> COC(=O)c1ccc(CNC(=O)CSC2=NCCS2)cc1
  M. tuberculosis GlmU = -0.8%	RmlCD inh 1536 = -11.4

> CC(C)N1CCC(N2CCN(Cc3ccc4nonc4c3)CC2CCO)CC1 (centres undefined)
  M. tuberculosis GlmU = 6.4%	RmlCD inh 1536 = -9.8

> COCCNC(=O)Cn1cnc2sc(C)c(S(=O)(=O)N3CCC(C)CC3)c2c1=O
  M. tuberculosis GlmU = 5.5%	RmlCD inh 1536 = 9.6

> Cc1ccc(NC(=O)N2CCC(NC(=O)C(C)(C)C)CC2)cc1
  M. tuberculosis GlmU = 2.9%	RmlCD inh 1536 = nt

> O=C1CC(N2CCC(c3nc4ccccc4[nH]3)CC2)C(=O)N1Cc1ccccc1 (centres undefined)
  M. tuberculosis GlmU = -1.5%	RmlCD inh 1536 = nt

> COc1ccc(-c2[nH]c(-c3ccc(F)cc3)nc2SCC(=O)NC2CCCC2)cc1
  M. tuberculosis GlmU = -5.7%	RmlCD inh 1536 = nt

> CC1=CC(C)(C)N(C(=O)CN2C(=O)CCC2=O)c2ccc(C)cc21
  M. tuberculosis GlmU = -2.4%	RmlCD inh 1536 = -13.3

> COc1cc(OC)c(OC)cc1/C=N/NC(=O)CC1C(=O)NN=C1C (centres undefined)
  M. tuberculosis GlmU = nt	RmlCD inh 1536 = -6.2

> COc1ccc(C(=O)COC(=O)CCc2ccccc2)cc1
  M. tuberculosis GlmU = 0.2%	RmlCD inh 1536 = -2.6

> NC(=O)C1CCN(C(=O)Cn2cccc2C(=O)c2ccccc2)CC1
  M. tuberculosis GlmU = 3.6%	RmlCD inh 1536 = nt

> c1ccc2c(c1)OCC(c1nn3c(Cn4nnc5ccccc54)nnc3s1)O2 (centres undefined)
  M. tuberculosis GlmU = -1.6%	RmlCD inh 1536 = nt

> CNC(=O)CSc1nnc(-c2ccco2)n1-c1ccccc1OC
  M. tuberculosis GlmU = 5.2%	RmlCD inh 1536 = nt

> CCCNc1nc(OC(C(F)(F)F)C(F)(F)F)nc(OC(C(F)(F)F)C(F)(F)F)n1
  M. tuberculosis GlmU = -0.4%	RmlCD inh 1536 = nt

> Cc1ccc2c(ccc[n+]2CC(=O)c2ccccc2)c1
  M. tuberculosis GlmU = 0.9%	RmlCD inh 1536 = 3.0

> O=C1NC(=S)S/C1=C/c1ccc(Oc2cnccn2)cc1
  M. tuberculosis GlmU = 5.6%	RmlCD inh 1536 = nt

> CCN1CCN(C(=O)NCc2ccccc2)CC1
  M. tuberculosis GlmU = -0.7%	RmlCD inh 1536 = -8.9

As entered above.
`Cc1ccc(NC(=O)N2CCC(NC(=O)C(C)(C)C)CC2)cc1` | M. tuberculosis GlmU: 2.9%
`CNC(=O)c1csc(-c2ccc(C)cc2)n1` | M. tuberculosis GlmU: -5.0%
